# Compound activity from PubChem.
# PTHR1 agonist – PTHR1 (human) receptor agonism; HEK293 GP2 PTHR1 cells, GloSensor cAMP luminescence, 1 h; Potency, µM (titrated, usually from 115 µM), for the others: top-dose activation, hits mostly activators; 410,000 tested, 0.075% active; AID 743266; also: potency is read from the fitted curve at half-maximal effect; nearly all actives have a fitted effect of over 55% in size; some results filed as inactive show a strong effect at the top dose; inactives centre near -15; many of its hits are not listed in these tables
#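 HEK-293-derived GP2 cells expressing PTHR1 and a GloSensor cAMP reporter, 3,000/well, plated overnight, given luciferin plus IBMX (each 0.5 mM as added) for 1 h at 37 °C, then compound for 1 h at 37 °C. Luminescence was read after 15 min at room temperature.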
# PI5P4Ka inh – PI5P4K alpha (human) kinase inhibition. PI5P4Kalpha enzyme, ADP-Glo luminescence, 60 min; active compounds read low. P48426. max response, %. 330,000 tested, 1.2% active; active = max response of -50% or lower; inconclusive = between -30% and -50%; inactive = -30% or higher; also: value at the top dose of about 77 µM; % is scaled to controls: 0 for no effect and ±100 for the full control effect
# Target sequence (P48426 whole entry, looked up): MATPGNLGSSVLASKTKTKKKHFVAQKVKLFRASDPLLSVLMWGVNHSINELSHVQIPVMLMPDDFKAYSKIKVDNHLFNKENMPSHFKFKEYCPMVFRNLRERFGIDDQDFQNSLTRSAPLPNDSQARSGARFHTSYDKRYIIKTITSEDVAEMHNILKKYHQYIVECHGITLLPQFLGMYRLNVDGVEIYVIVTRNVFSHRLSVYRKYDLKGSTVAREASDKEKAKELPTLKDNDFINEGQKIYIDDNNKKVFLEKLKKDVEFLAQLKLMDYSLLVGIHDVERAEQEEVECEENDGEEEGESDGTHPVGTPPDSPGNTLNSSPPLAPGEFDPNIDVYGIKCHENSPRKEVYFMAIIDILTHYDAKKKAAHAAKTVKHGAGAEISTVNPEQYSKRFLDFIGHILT
#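 Single end-point luminescence (ADP-Glo) quantified ADP from PI5P4Kalpha turnover; ATP 5 microM final, 1 h at RT, 0.1% CHAPS and 0.28 mM EGTA in HEPES pH 7.4.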
# GLP1R ag – activates the human GLP-1 receptor. P43220. HEK293 GLP-1R CRE-luciferase, luminescence, 4-6 h; cells express a hypersensitive GLP-1R form. Potency, µM (titrated, usually from 45.6 µM), without a hit: at the highest dose activation, usual class: activators. 380,000 tested, 0.007% active. AID 624172; also: potency is read from the fitted curve at half-maximal effect; % of control where 0% means no effect
# PLK1 PBD block – blocks phosphopeptide binding to human PLK1 polo-box domain; Plk1 PBD binding of FITC phosphopeptide, fluorescence polarization; 360,000 tested, 2.8% active; AID 720504; Potency, µM, without a hit: max response, negative = inhibition, usual class: inhibitors; also: potency is read from the fitted curve at half-maximal effect; series mostly up to about 57 µM; % is scaled to controls: 0 for no effect and ±100 for the full control effect; nearly all actives have a fitted effect of over 65% in size
# Target sequence (P53350 whole entry, looked up, the tested form may be a part): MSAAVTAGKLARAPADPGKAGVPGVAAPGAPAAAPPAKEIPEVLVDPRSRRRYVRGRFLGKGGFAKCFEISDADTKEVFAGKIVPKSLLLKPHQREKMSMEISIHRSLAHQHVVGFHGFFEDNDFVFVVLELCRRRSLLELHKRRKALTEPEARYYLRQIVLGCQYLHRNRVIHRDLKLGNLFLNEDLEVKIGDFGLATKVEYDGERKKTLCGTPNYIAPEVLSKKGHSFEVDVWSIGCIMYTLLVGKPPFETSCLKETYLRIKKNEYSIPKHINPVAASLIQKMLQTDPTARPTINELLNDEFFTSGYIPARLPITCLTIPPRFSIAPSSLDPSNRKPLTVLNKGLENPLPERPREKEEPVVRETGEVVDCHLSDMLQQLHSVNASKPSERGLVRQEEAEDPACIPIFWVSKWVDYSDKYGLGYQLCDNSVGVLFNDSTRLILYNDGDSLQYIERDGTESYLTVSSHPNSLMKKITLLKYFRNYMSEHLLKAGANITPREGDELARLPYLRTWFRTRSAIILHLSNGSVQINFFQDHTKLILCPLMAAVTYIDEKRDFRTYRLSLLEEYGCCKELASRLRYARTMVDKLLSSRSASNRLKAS
# EPAC1 ag – agonists of human EPAC1 | EPAC1 agonist qHTS, biochemical assay; response scale: 100% = response to 6.5 mM cAMP | Potency, µM (titrated, usually from 154 µM), for inactives: at the highest dose activation, usual class: activators | 360,000 tested, 0.073% active | AID 720707; also: potency is read from the fitted curve at half-maximal effect; nearly all actives have a fitted effect of over 60% in size
#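 EPAC1 100 nM, Rap1B–BODIPY-GDP 250 nM, unlabeled GDP 50 uM; compound titration; 5 min RT; kinetic read ex480/em540 at 5-min intervals ×30 min; data normalized to 6.5 mM cAMP agonist control.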
# GLP1R cytotox – cytotoxicity in counter-screen for GLP-1R inverse agonists | AID 624418 | Potency, µM (highest dose often 38.3 µM), inactives show at the highest dose activity change, negative = inhibition, most hits filed as inhibitors | HEK293 cAMP-luciferase reporter cells, luminescence, 24 h | 410,000 tested, 0.13% active;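 also: loss of luciferase light is scored as toxicity; potency is read from the fitted curve at half-maximal effect; % is scaled to controls: 0 for no effect and ±100 for the full control effect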
#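 1536-well qHTS counterscreen of the MLSMR; 200 cells/uL, 12 h pre-incubation, 23 nL cpd, 24 h at 37 deg C 5% CO2, luciferase detection reagent, 12 min RT, luminescence. Inhibition = undesired.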
# EPAC1 antag – antagonists of human EPAC1; O95398; EPAC1 GEF assay, Rap1b-BODIPY-GDP exchange fluorescence; Potency, µM (titrated, usually from 115 µM), for inactives: top-dose activity change, negative = inhibition, most hits filed as inhibitors; 360,000 tested, 0.14% active; AID 720709;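 also: potency is read from the fitted curve at half-maximal effect; plate controls were vehicle for no effect and positive control for full effect; nearly all actives have a fitted effect of over 50% in size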
# IL2 activator – IL-2 activation; IL-2 activation reporter assay, cell-based qHTS; stimulated with anti-CD3/CD4/CD28 beads; in transgenic mouse T cells; activation, % (series mostly up to about 46 µM); 360,000 tested, 0.065% active; AID 652025; in the data active = activation above about 50%; inconclusive = mostly about 30% to 49%; also: 0% is about no effect
#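 Unstimulated transgenic mouse T cells preincubated 60 min with compound, then stimulated with anti-CD3/anti-CD4-coated beads plus anti-CD28 for 18 h at 37 degrees C. IL-2 response read as EGFP and DsRed fluorescence by plate cytometry.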
# GLP1R inv ag – inverse agonists of human GLP-1 receptor | P43220 | HEK293 GLP-1R CRE-luciferase, luminescence, 24 h; GLP-1R form is constitutively active | Potency, µM (top dose mostly 38.3 µM), for inactives: at the highest dose activity change, negative = inhibition, actives largely listed as inhibitors | 410,000 tested, 1.6% active | AID 624417; also: potency is read from the fitted curve at half-maximal effect; % is scaled to controls: 0 for no effect and ±100 for the full control effect; nearly all actives have a fitted effect of over 55% in size
#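 Readout was luciferase luminescence, measured 12 min after detection reagent at room temperature. Beforehand, GLP-1R reporter HEK293 cells had sat 12 h, then received compounds for 24 hr at 37 deg C.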
# Numbers without * were called inactive; i = inactive; ? = inconclusive; / = no result given; [ ] = dose if it differs, or a comment. Unless noted, calls follow the shape of the dose curve; as a rule, active = well fitted curve in the direction sought with a large enough effect; inconclusive = small, poorly fitted or top-dose-only effect, or another doubt; inactive = no such curve, though single readings can be large; an effect the other way counts as inactive or inconclusive.
No.	canonical_smiles	PTHR1 agonist	PI5P4Ka inh	GLP1R ag	PLK1 PBD block	EPAC1 ag	GLP1R cytotox	EPAC1 antag	IL2 activator	GLP1R inv ag
1	Cc1cc(NC(=O)c2noc3c2CCc2ccccc2-3)no1	-22%	-6	-6%	-16%	?	2%	-2%	-0.1	2%
2	COc1cccc(N2C(=O)CC(N3CCN(c4ccc([N+](=O)[O-])cc4)CC3)C2=O)c1 (stereo not given)	-29%	2	7%	-13%	19%	-18%	2%	-0.1	22%
3	COc1ccc(C2NCCc3sccc32)cc1 (stereo not given)	i	2	6%	5%	14%	-22%	7%	0.4	?
4	COC(=O)CCc1nc2ccccc2[nH]c1=O	i	/	-5%	-2%	2%	3%	18%	-3.1	6%
5	CCn1c(SCC(=O)Nc2ccccc2)nnc1-c1ccc(S(=O)(=O)N2CCOCC2)cc1	-37%	4	-10%	-5%	-4%	-4%	20%	5.7	1%
6	Cc1cc(-c2ccc(S(=O)(=O)N3CCN(c4ccccc4F)CC3)s2)on1	-15%	8	1%	0%	0%	2%	-29%	1.5	4%
7	COc1ccccc1P(=O)(Cc1ccccc1)c1ccccc1 (stereo not given)	-13%	3	18%	-2%	-5%	4%	12%	0.1	-31%
8	Cc1ccc(-c2nc(-c3cc4cccc(OCc5cccc(C)c5)c4oc3=O)no2)cc1	-2%	/	-2%	/	/	-1%	/	/	2%
9	Cc1cccc(NC(=O)CC(=O)Nc2cccc(C)c2)c1	-14%	4	6%	2%	-5%	0%	1%	-5.4	?
10	Cc1cc(C)c(C#N)c(SCC(=O)Nc2c(C)n(C)n(-c3ccccc3)c2=O)n1	-15%	-9	7%	-3%	-2%	-4%	2%	0.9	-11%
11	Cc1ccc2nc(-c3ccc(NC(=O)c4ccccc4S(C)(=O)=O)cc3)sc2c1	-16%	/	0%	/	/	1%	/	/	8%
12	CSc1ccccc1C(=O)N1CCc2ccc(NC(=O)c3ccccn3)cc2C1	-36%[inhibitor]	-3	3%	-7%	14%	1%	16%	-1.4	?

# Excerpt, nos. 1 to 2
No.	canonical_smiles	PTHR1 agonist	PI5P4Ka inh	GLP1R ag	PLK1 PBD block	EPAC1 ag	GLP1R cytotox	EPAC1 antag	IL2 activator	GLP1R inv ag
1	Cc1cc(NC(=O)c2noc3c2CCc2ccccc2-3)no1	-22%	-6	-6%	-16%	?	2%	-2%	-0.1	2%
2	COc1cccc(N2C(=O)CC(N3CCN(c4ccc([N+](=O)[O-])cc4)CC3)C2=O)c1 (stereo not given)	-29%	2	7%	-13%	19%	-18%	2%	-0.1	22%

# (more compounds)
No.	canonical_smiles	PTHR1 agonist	PI5P4Ka inh	GLP1R ag	PLK1 PBD block	EPAC1 ag	GLP1R cytotox	EPAC1 antag	IL2 activator	GLP1R inv ag
13	CC(=O)c1ccc2c3c(cc(C)c2c1)CCCC3	-18%	22	?	-17%	8%	-8%	-23%	-0.5	9%
14	CC1CCCN(C(=O)c2ccc(Br)c(S(=O)(=O)N3CCOCC3)c2)C1 (stereo not given)	-60%[inhibitor]	1	-3%	4%	-1%	-21%	3%	-0.4	8%
15	O=C1CCCC(NCCCCCCNC2=C([N+](=O)[O-])C(=O)CCC2)=C1[N+](=O)[O-]	i	0	-6%	-12%	5%	-10%	4%	2.4	8%
16	CC(C)(C)n1cnc2cc(NCc3ccccc3Cl)ccc21	-8%	/	10%	/	/	-10%	/	/	-22%
17	Cc1ccccc1S(=O)(=O)/N=C(/c1ccccc1)N(C)C	-3%	3	-1%	-8%	6%	9%	-14%	0.5	2%
18	Cn1c(=O)c2c(ncn2CCC(=O)N/N=C/c2ccncc2)n(C)c1=O	-2%	3	1%	1%	10%	0%	24%	11	1%
19	COCc1cc(C)nc(OCC(=O)N/N=C/c2ccc(O)cc2O)c1C#N	i	-8	2%	-5%	-2%	-8%	3%	0.7	-29%
20	COc1cccc(N2[C@@H](CC(=O)O)c3ccc(/C=C/C(=O)O)cc3S2(=O)=O)c1	-16%	-6	-5%	?	-10%	0%	17%	0.8	9%
21	CCOC(=O)C1CCN(C(=O)c2cc(COc3ccc(F)cc3F)on2)CC1	i	1	-1%	5%	-8%	8%	7%	-0.3	-7%
22	CCCSCC(=O)Nc1ncc2c(n1)-c1ccccc1CC2	i	-28	13%	?	4%	87%[activator]	-4%	-0.1	-7%
23	CCC(C)(C)NC(=O)COc1ccc(C(=O)c2ccccc2)cc1	-21%	6	1%	-4%	4%	20%	-1%	2.2	9%
24	CCCCc1ccc(NC(=O)N[C@@H](C)C(=O)O)cc1	i	9	1%	2%	-3%	-11%	6%	0.1	-7%
25	Cc1cc(Br)ccc1NC(=O)CN(C)C(=O)CSC(=S)N1CCCC1	-66%[inhibitor]	5	5%	?	5%	-29%	-3%	-0.2	-30%
26	COc1cccc(C(=O)CSc2nnc(-c3cc(OC)cc(OC)c3)o2)c1	i	/	-6%	-10%	1%	-12%	-3%	-1.2	22%
27	Cc1csc2c(N3CCN(C(=O)Nc4ccc(OC(F)(F)F)cc4)CC3)ncnc12	-43%[inhibitor]	5	3%	-8%	9%	-10%	-13%	-0.4	?
28	CC(=O)c1ccc(N(C(=O)CNC(=O)c2ccco2)C(C(=O)NC2CCCC2)c2ccc(C)o2)cc1 (stereo not given)	-13%	3	0%	-6%	7%	-3%	0%	0.7	2%
29	Cc1ccc(S(=O)(=O)N2C[C@H]3[C@H]4C(=O)N(c5ccccc5)C(=O)[C@H]4C[C@H](OC(=O)Nc4c(C)noc4C)[C@@]3(O)C2)cc1	i	-7	-4%	?	-7%	3%	11%	-1.7	-1%
30	CN(C)CCC(=O)N1c2ccccc2Sc2ccc(C(F)(F)F)cc21	-15%	5	6%	-9%	3%	-9%	-2%	-0.4	?
31	CC(C)C(c1nnnn1Cc1ccc(F)cc1)N1CCC(C(N)=O)CC1 (stereo not given)	-3%	1	3%	-7%	6%	2%	-8%	4.9	3%
32	COc1ccc(NC(=O)Nc2cccc3c2O[C@H](CN(C)C(=O)NC(C)C)[C@@H](C)CN([C@H](C)CO)C3=O)cc1	-9%	-1	13%	-11%	2%	-6%	6%	0.0	13%
33	CCn1c(CNC(=O)c2ccccc2OC)nnc1SCC(=O)c1ccc(F)cc1	-27%	7	9%	-7%	5%	0%	-15%	-0.1	0%
34	COc1ccc(COC(=O)C2=C(C)NC(=O)NC2c2ccccc2)cc1 (stereo not given)	-34%[inhibitor]	4	3%	5%	-4%	3%	-14%	-1.0	-4%
35	Cn1c(NN)nc2ccccc2c1=O	?	-10	-2%	4%	-6%	10%	6%	-0.5	0%
36	Nc1nnn(CC(=O)N/N=C/c2ccco2)n1	i	0	-4%	-8%	-1%	2%	-1%	-0.2	-8%
37	O=C(NC1CCCCC1)C(c1cccnc1)N(C(=O)c1csnn1)c1ccccc1F (stereo not given)	6%	-1	1%	-5%	-3%	-11%	-12%	1.5	-4%
38	OCCN1CCN(C(=S)Nc2ccc(Oc3ccccc3)cc2)CC1	i	5	-6%	1%	9%	-7%	9%	0.5	?
39	Cn1nc(C(=O)NCC(=O)Nc2ccc(F)c(F)c2)ccc1=O	i	-6	2%	-11%	7%	7%	-11%	-0.7	15%
40	O=C(Cc1cc(=O)oc2cc(O)ccc12)N[C@@H](Cc1c[nH]c2ccccc12)C(=O)O	-6%	-8	-1%	?	-1%	102%[activator]	-9%	-0.3	13%
41	CC(C)c1ccc(S(=O)(=O)Nc2ccc3c(c2)OCO3)cc1	-21%	8	-6%	-14%	5%	5%	-16%	-1.0	?
42	O=[N+]([O-])c1cccc(CN2CCN(Cc3ccco3)CC2)c1	-4%	-2	-3%	-14%	1%	-1%	-1%	-1.8	-15%
43	CC(C)(C)NCC(O)COc1c(F)cc(Br)cc1F (stereo not given)	i	/	7%	3%	7%	-3%	8%	-2.8	-1%
44	C=CCn1c(CNC(=O)c2ccco2)nnc1SCC(=O)c1ccc(F)cc1	-2%	2	3%	-9%	8%	-8%	-2%	-0.2	1%
45	O=C1c2ccccc2C(Nc2cccnc2)N1Cc1ccccc1 (stereo not given)	-19%	2	-6%	-5%	7%	2%	-14%	-1.7	3%
46	Cc1cc(C)c(S(=O)(=O)/N=C2/C=C(Sc3ncn[nH]3)C(=O)c3ccccc32)cc1C	-11%	-80*	-33%[inhibitor]	0.84µM*	11%	?	45µM*	-0.8	10µM*
47	Cc1cc(NC(=O)/C(C#N)=C\c2ccc(-c3ccc(SC(F)F)cc3)o2)n(-c2ccccc2)n1	i	-2	4%	42%[activator]	-5%	7%	6%	?	7%
48	CCOc1ccccc1N1CCN(C(=O)c2ccc3[nH]c(C)c(C)c3c2)CC1	-8%	2	15%	2%	5%	6%	-30%	1.9	?
49	Nc1cccnc1Oc1ccccc1F	-5%	7	3%	-14%	0%	10%	-2%	3.5	1%
50	O=C(COC(=O)c1nc(Cl)ccc1Cl)NC1CCS(=O)(=O)C1 (stereo not given)	i	-5	-8%	-8%	-15%	-8%	10%	3.3	12%
51	COc1ccccc1C(CC(=O)c1ccccc1)C(=O)c1ccccc1 (stereo not given)	-31%[inhibitor]	6	/	-24%	-4%	-20%	-14%	-0.6	?
52	N#Cc1c(N2CCCCC2)nc(N)c2c(N)nc3c(c12)CC(c1ccccc1)O3 (stereo not given)	-16%	-64*	9%	0%	25%	-1%	-20%	2.1	?
53	Cc1ccc2c(c1)N(CC(=O)NC1CCCC(C)C1C)C(=O)c1cccnc1O2 (stereo not given)	i	11	-2%	-12%	-6%	-12%	-11%	-1.2	-11%
54	Cc1c(NC(=O)C(C)OC(=O)/C=C/c2ccccc2)c(=O)n(-c2ccccc2)n1C (stereo not given)	5%	1	4%	2%	-5%	-13%	-11%	-0.2	11%
55	Nc1c2c(=O)oc(-c3ccccc3)cc2nn1-c1ccccc1	-18%[57.5 µM]	/	12%	0%	0%	?	-29%	0.6	39%[activator]
56	CCNc1nc(N)nc(-c2cc(Cl)ccc2O)n1	-23%	-4	0%	5%	-4%	-25%	-2%	-5.4	-19%
57	COc1ccc(N/N=C(\C=N\O)C(=O)c2ccc(OC)cc2)cc1	i	1	17%	2%	-2%	?	-13%	-4.9	-3%

# An excerpt; rates above refer to the full screens.
